Myeloid diff MLP = induction of myeloid progenitor differentiation, primary screen, cell-based, flow cytometry, MLPCN library | ER-HoxA9 myeloid progenitors, lysozyme-GFP differentiation | calls only at 10 µM | hit rate 1% among 360,000 | AID 624256, 2012;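 active means normalized GFP-positive differentiation at or above the plate's own cutoff, the solvent-only control mean plus 3 SD; inconclusive means no clear call, values can overlap the other calls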;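 further: cells exposed to compound for four days before flow analysis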
Myeloid diff MLP GFP+ MAC1+ % = second read-out of Myeloid diff MLP, no call of its own (marks repeat the call); GFP+ MAC1+ double positive, %; measured here: differentiation confirmed by MAC1 staining
* = called active by the depositor; i = inactive; ? = inconclusive; nt = not tested or not shown. This is a subset. The share of hits here may be higher or lower than overall.

| SMILES | Myeloid diff MLP | Myeloid diff MLP GFP+ MAC1+ % |
| --- | --- | --- |
| Cc1cccc(C)c1NC(=O)C1(C)CN(S(C)(=O)=O)CC(=O)N1Cc1cccc(F)c1 (stereo not drawn) | i | 2.2 |
| CC(C)(C)n1nnnc1C(c1cc2ccccc2o1)N(CCC#N)Cc1ccccc1 (stereo not drawn) | i | 0.9 |
| CC(C)NC(=O)C1(C)CCCN1Cc1ccccc1C#N (stereo not drawn) | i | 0.2 |
| CN(C)Cc1csc(NC(=O)Nc2ccccc2Oc2ccccc2)n1 | i | 0.6 |
| CCC(=O)N1CCCC(C(=O)Nc2nc3ccccc3n2C)CC1 (stereo not drawn) | i | 1.9 |
| O=S1(=O)C[C@H](N2CCC(Cc3ccccc3)CC2)[C@@H](COCc2ccccc2)N1 | i | 0.2 |
| O=C(C[C@H]1CC[C@H]2[C@@H](COC[C@@H](O)CN2Cc2cc(F)ccc2F)O1)NCc1ccc(Cl)cc1 | i | 2.3 |
| Cc1ccc(S(=O)(=O)Nc2ccc(Nc3nccn4c(-c5cccc(OC(F)(F)F)c5)cnc34)cc2)cc1 | i | 1.3 |
| CCc1nc2c(OCC(=O)c3ccc(Cl)cc3Cl)cccn2c1N(C=O)Cc1ccc(OC)cc1 | i | 1.8 |
| COc1ccc(-c2cc(C(=O)Nc3ccc(NC(C)=O)cc3)[nH]n2)c(C)c1 | i | 2.3 |
| COc1ccc(C(=O)N2CCC(C)(C(=O)NS(=O)(=O)C3CC3)C2)c(OC)c1 (stereo not drawn) | i | 0.5 |
| CC(=O)Nc1cccc(-c2cc(NC=O)c3ncc(-c4ccc(F)c(Cl)c4)n3c2)c1 | i | 1.3 |
| CCC(=O)N1CCCC(C)(C(=O)Nc2ccc(OC(F)F)cc2)C1 (stereo not drawn) | i | 1.6 |
| FC(F)(F)Oc1ccccc1C(c1nnnn1C1CCCC1)N1CCN(C/C=C/c2ccccc2)CC1 (stereo not drawn) | i | 1.0 |
| CCCCNC(=O)C(NC(=O)c1ccc(C)cc1)C(=O)c1ccccc1 (stereo not drawn) | i | 1.3 |
| COc1ccc(C(O)c2nc(-c3ccc(N(C)C)cc3)cs2)cc1 (stereo not drawn) | i | 1.4 |
| O=C(NCc1ccc(F)cc1)c1cc(C2CCCN(C(=O)c3ccc4c(c3)CCO4)C2)on1 (stereo not drawn) | i | 1.1 |
| CCCc1c(-c2cccc(F)c2)ncn1CCc1ccccc1OC | i | 1.9 |
| Cn1c(=O)c2cc(NC(=S)NC3CCCCC3)ccc2n1C/C=C/c1ccccc1 | i | 0.5 |
| CC(C)C[C@@H](CN1CCCC1CN1C(=S)NC[C@@H]1Cc1ccccc1)N1C[C@H](Cc2ccc(O)cc2)N(CC2CCCCC2)C1=S (stereo partly drawn) | i | 0.3 |
| O=C(NCc1cccc(Cl)c1)c1ccc(-n2cncn2)c2ccoc12 | i | 2.0 |
| O=C(NCCO)c1cccc(-c2cccc3nccn23)c1 | i | 1.2 |
| O=C(NCc1ccc(Cl)c(Cl)c1)c1cc(C2CCCCN2C(=O)c2cccs2)on1 (stereo not drawn) | i | 1.0 |
| OC(CSc1nnnn1-c1ccccc1)Cn1c2ccccc2c2ccccc21 (stereo not drawn) | i | 0.6 |
| Cc1cc(Br)cn2c(Cc3cccc(F)c3)c(-c3ccc(C#N)cc3)nc12 | i | 0.2 |
| CCCCCCCCN1C(=O)[C@H](CC(=O)N2CCN(C(=O)C3CC3)CC2)C[C@@]2(C(=O)OCC)CCCC=C12 | i | 0.6 |
| CCCCNC(=O)C(NC(=O)c1ccc2c(c1)OCO2)C(=O)c1ccccc1 (stereo not drawn) | i | 2.6 |
| CC(C)NC(=O)C1(C)CSCC(=O)N1CCCN1CCOCC1 (stereo not drawn) | i | 2.6 |
| CCCN(CCC)Cc1cc(=O)oc2cc(C)c(Cl)cc12 | i | 1.0 |
| O=C(Nc1cccc(C(F)(F)F)c1)Nc1ccc2nc([C@@H]3O[C@H](CO)[C@@H](O)[C@H](O)[C@H]3O)[nH]c2c1 | i | 4.9 |
| CC(C)(C)n1nnnc1C(c1ccccc1)N1CCN(c2ccccc2)CC1 (stereo not drawn) | i | 1.1 |
| Cc1ccc(C(=O)N2CCCC2(C)C(=O)NCC(C)C)cc1F (stereo not drawn) | i | 1.3 |
| Cn1nc(C(C)(C)C)cc1C(=O)N1CCCC(c2cc(C(=O)Nc3ccccc3Cl)no2)C1 (stereo not drawn) | i | 1.2 |
| CCc1nc2ccc(C(=O)NCCNC(C)=O)cn2c1N(C)CCCc1ccccc1 | i | 0.5 |
| COC(=O)C[C@@H]1CC[C@@H](NC(=O)NC2CCCC2)[C@@H](CO)O1 | i | 1.5 |
| CN(Cc1ccc(Cl)c(Cl)c1)C(=O)c1[nH]c(C(F)(F)F)nc1-c1ccccc1 | i | 0.9 |
| Cn1ccc2c(-c3ccc(C(F)(F)F)cc3)cc3c(c21)C1CCC3O1 (stereo not drawn) | i | 2.5 |
| O=C(C[C@H]1CC[C@@H]2[C@H](COC[C@@H](O)CN2Cc2cccc(F)c2)O1)NCC1CCCCC1 | i | 1.0 |
| CCCN(C)C1CN(Cc2cn(Cc3ccc(Cl)cc3)nn2)S(=O)(=O)C1 (stereo not drawn) | i | 0.8 |
| COc1ccc(NC(=O)C2Cc3c(-c4ccco4)ccnc3O2)cc1OC (stereo not drawn) | i | 0.3 |
| COCCCNC(=O)C[C@@H]1C[C@@]2(C(=O)OC)CCCCC=C2N(Cc2ccc3c(c2)OCO3)C1=O | i | 1.9 |
| CC1OC(C(C)(C)C)Cc2[nH][nH]c(=O)c21 (stereo not drawn) | i | 1.1 |
| O=C(Nc1c(-c2ccc3c(c2)OCO3)[nH][nH]c1=O)c1cccc(C(F)(F)F)c1 | i | 1.0 |
| CC(C)(C)n1nnnc1C(c1ccccc1)N1CCCN(Cc2ccc(F)cc2)CC1 (stereo not drawn) | i | 0.8 |
| CC(C)Oc1cccc(C(=O)Nc2nnc([C@@H]3C[C@H](O)[C@@H](CO)O3)s2)c1 | i | 1.0 |
| CC1OC2CC(=O)OC2C2=C1C(=O)c1c(O)cccc1C2=O (stereo not drawn) | i | 7.9 |
| Cc1cccc(C)c1-n1nnnc1SCc1nc(N)nc(N(C)C)n1 | i | 2.3 |
| COCCNC(=O)C1(C)CCCN(Cc2cccc(OC(=O)c3ccccc3)c2)C1 (stereo not drawn) | i | 0.7 |
| CCOC(=O)N1CCN(C(=O)C[C@@H]2C[C@@]3(C(=O)OC)CC(C)(C)CC=C3N(Cc3ccccc3)C2=O)CC1 | i | 3.7 |
| COc1cccc(C(O)c2nc(-c3cccc(C#N)c3)cs2)c1 (stereo not drawn) | i | 0.9 |
| Nc1ncc(-c2ccc(F)cc2)nc1N1CCN(CCO)CC1 | i | 1.9 |
| CC1(C(=O)NS(=O)(=O)c2ccc(Cl)s2)CCN1C(=O)CCc1ccccc1 (stereo not drawn) | i | 0.9 |
| CC(C)C[C@H]1CNC(=S)N1CC1CCCN1C[C@H](Cc1ccccc1)N1C[C@H](Cc2ccccc2)N(CC2CCCCC2)C1=S (stereo partly drawn) | i | 1.1 |
| OCC[C@@H]1C[C@H](O)[C@@H](O)[C@@]2(OCCc3cc(Cl)ccc32)O1 | i | 0.5 |
| Cc1ccc(-c2nc3ccc(C)cn3c2Cc2ccccn2)cc1 | i | 2.0 |
| Cc1ccc(S(=O)(=O)N2C[C@H]3[C@H]4C(=O)N(C)C(=O)[C@H]4CC(=O)[C@H]3[C@@H]2c2ccccc2F)cc1 | i | 0.9 |
| CC(C)NC(=O)N1Cc2cc(C(=O)NC3CCCCC3)nc(-c3cccc(-c4cccnc4)c3)c2[C@@H]1CCO | i | 1.5 |
| C#Cc1ccc(NC(=O)C2(C)CCN2C(=O)c2cc(C)n(C)n2)cc1 (stereo not drawn) | i | 0.9 |
| O=C(NCc1cc(Cl)cc(Cl)c1)c1csc(COCCO)n1 | i | 0.4 |
| Cc1ccc(NC(=O)C2(C)CCN2Cc2cccc3c2OCO3)cc1O (stereo not drawn) | i | 1.0 |

Three compounds already listed, arranged by length of the SMILES, low to high:
| SMILES | Myeloid diff MLP | Myeloid diff MLP GFP+ MAC1+ % |
| --- | --- | --- |
| Cc1ccc(NC(=O)C2(C)CCN2Cc2cccc3c2OCO3)cc1O (stereo not drawn) | i | 1.0 |
| CC1(C(=O)NS(=O)(=O)c2ccc(Cl)s2)CCN1C(=O)CCc1ccccc1 (stereo not drawn) | i | 0.9 |
| CC(C)C[C@H]1CNC(=S)N1CC1CCCN1C[C@H](Cc1ccccc1)N1C[C@H](Cc2ccccc2)N(CC2CCCCC2)C1=S (stereo partly drawn) | i | 1.1 |

Some of the entries above in another layout.
C#Cc1ccc(NC(=O)C2(C)CCN2C(=O)c2cc(C)n(C)n2)cc1 (stereo not drawn)
  Myeloid diff MLP: i	Myeloid diff MLP GFP+ MAC1+ %: 0.9

O=C(NCc1cc(Cl)cc(Cl)c1)c1csc(COCCO)n1
  Myeloid diff MLP: i	Myeloid diff MLP GFP+ MAC1+ %: 0.4

(more compounds)
| SMILES | Myeloid diff MLP | Myeloid diff MLP GFP+ MAC1+ % |
| --- | --- | --- |
| COc1cc(OC)nc(C(NC(=O)C2CCN(Cc3c[nH]c4ccccc34)CC2)c2ccc(Cl)cc2)n1 (stereo not drawn) | i | 0.8 |
| CCCCn1nnnc1C1(C)CCC(=O)N1Cc1cccnc1 (stereo not drawn) | i | 1.2 |
| CCCS(=O)(=O)NC(=O)C1(C)CCN(C(=O)c2ccc(C(=O)OC)cc2)C1 (stereo not drawn) | i | 1.3 |
| CC(C)c1ccc(NC(=O)Nc2nc(C(N)COCc3ccccc3)cs2)cc1 (stereo not drawn) | i | 2.0 |
| CC(C)CN1CCC(C(=O)NC(c2ccc(F)cc2)c2ccc3ccccc3n2)CC1 (stereo not drawn) | i | 1.1 |
| CCCCC1(CC)COC(c2ccccc2)OC1 (stereo not drawn) | i | 0.8 |
| CCCNC(=O)C1(C)CCN(C(=O)c2ccc3sccc3c2)C1 (stereo not drawn) | i | 1.4 |
| COc1cc(C(=O)NC2CC2)cc(OC)c1OC | i | 0.5 |
| CN(C)C(=O)c1cc2c(c(-c3cccc(-c4ccccc4F)c3)n1)[C@@H](CCO)N(S(C)(=O)=O)C2 | i | 0.8 |
| NC(c1csc(Nc2ncccn2)n1)C1CCCCC1 (stereo not drawn) | i | 0.1 |
| O=C(OC1CC2CC1[C@H]1CCCCN1C2=O)N1CCCCC1 (stereo partly drawn) | i | 1.1 |
| Cc1ccc(Cc2c(-c3ccc(Br)cc3)nc3ccc(Cl)cn23)cc1 | i | 0.9 |
| Cc1cccc(C(O)c2ncc(-c3ccccc3F)[nH]2)c1C (stereo not drawn) | i | 0.8 |
| COCCCNc1ccn2nc(-c3cccc(OCc4ccccc4)c3)cc2n1 | i | 1.2 |
| CCc1nc2c(OCCn3cccc3)cccn2c1N(C)C(=O)CC(C)C | i | 1.2 |
| C=C[C@@H](c1ccccc1)[C@](C)(O)C(=O)O | i | 1.6 |
| CCOC(=O)C1(C)CCCN(C(=O)COc2ccccc2)C1 (stereo not drawn) | i | 0.7 |
| C(=C\c1ccccc1)/CN1CCN(C(c2nnnn2-c2ccc3c(c2)OCCO3)C2CC2)CC1 (stereo not drawn) | i | 0.0 |
| CC(=O)Nc1cncc(-c2ccccc2CO)n1 | i | 0.4 |
| CCCS(=O)(=O)NC(=O)C1(C)CCCN(C(=O)c2ccc(C(F)(F)F)nc2C)C1 (stereo not drawn) | i | 0.3 |
| CC1(C(=O)NS(=O)(=O)c2cccc(F)c2)CCN1C(=O)c1ccco1 (stereo not drawn) | i | 0.9 |
| CC1(C(=O)NS(=O)(=O)c2cccc(C#N)c2)CCN1C(=O)Cc1ccccc1Cl (stereo not drawn) | i | 0.7 |
| CCNC(=O)C1(C)CCCN(C(=O)c2cccnc2Oc2ccccc2)C1 (stereo not drawn) | i | 1.3 |
| O=C(NCc1ccc(F)c(F)c1)C1Cc2c(-c3ccc4c(c3)OCO4)ccnc2O1 (stereo not drawn) | ? | nt |
| COc1cccc(C(C)(O)c2nc(-c3cc4ccccc4o3)cs2)c1 (stereo not drawn) | i | 0.8 |
| Cc1ccc(C)c(C(O)c2ncc(-c3ccccc3F)[nH]2)c1 (stereo not drawn) | i | 2.3 |
| C=CCOc1cccn2c(N(C)C(=O)c3ccncc3)c(CC)nc12 | i | 1.2 |
| O=C(NCCN1CCC(n2c(=O)[nH]c3ccccc32)CC1)c1ccc2ccccc2c1 | i | 0.5 |
| O=C(CSc1nc2ccccc2c(=O)n1-c1ccc(Cl)c(Cl)c1)Nc1ccc2c(c1)CCC2 | i | 2.2 |
| Cc1ccc(S(=O)(=O)N2C3CCCCC3O[C@H]2CC(=O)c2cccc3ccccc23)cc1 (stereo partly drawn) | i | 3.5 |
| CCOC(=O)C1(C)CCCCCN1C(=O)/C=C/c1ccccc1 (stereo not drawn) | i | 0.6 |
| Cc1ccc(S(=O)(=O)N2C[C@H]3C(=O)C[C@@H]4C(=O)N(c5ccccc5)C(=O)[C@@H]4[C@@H]3C[C@H]2c2cccs2)cc1 | i | 1.2 |
| COc1ccc(-c2cc(NC=O)c3ncc(-c4ccccc4)n3c2)cc1OC | i | 3.3 |
| CCCCn1nnnc1-c1nc2ccccc2[nH]c1=O | i | 0.8 |
| COC(=O)[C@]12CCCCC=C1N(CCC1=CCCCC1)C(=O)[C@H](CC(=O)N1CCN(C(=O)C3CC3)CC1)C2 | i | 0.7 |
| CCNC(=O)C1(C)CCN(Cc2ccccc2C#N)C1 (stereo not drawn) | i | 0.7 |
| CCCNC(=O)C1(C)CCN(Cc2cccc(OC(=O)c3ccccc3)c2)C1 (stereo not drawn) | i | 1.7 |
| CC(C)OC(=O)c1ccc2ccc(-c3ccccc3)nc2c1 | i | 1.0 |
| CCCCNC(=O)C[C@@H]1C[C@@]2(C(=O)OCC)CCCC=C2N(CCc2ccc(OC)c(OC)c2)C1=O | i | 4.3 |
| Clc1ccc(-c2nc3c4ccccc4ccn3c2CC2CCCCC2)cc1 | i | 0.8 |
| CCOC(=O)[C@]12CCC=C1N(Cc1ccc3c(c1)OCO3)C(=O)[C@H](CC(=O)NCCc1ccccc1OC)C2 | i | 0.8 |

Screening results deposited in PubChem BioAssay by NMMLSC.
